Screening results: PubChem, National Center for Advancing Translational Sciences (NCATS)
Mm-Cpn inhibitor: blocks the Methanococcus maripaludis chaperonin Mm-Cpn | purified Mm-Cpn ATPase, ADP Transcreener TR-FRET | Potency, µM (titrated, usually from 76.9 µM), for inactives: at the highest dose activity, negative = inhibition, hits mostly inhibitors | actives 0.031% (n = 330,000) | AID 504842; also: potency is read from the fitted curve at half-maximal effect; % is scaled to controls: 0 for no effect and ±100 for the full control effect; nearly all actives have a fitted effect of over 80% in size
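Compound-treated chaperonin, 25 nM final, turns over 10 uM ATP at 37°C for 30 min following a 10 min preincubation; ADP generated competes with ADP-d2 for Eu-cryptate antibody, lowering FRET.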
A549 tox: A549 cytotoxicity, counter-screen for Nrf2 inhibitors | AID 504648 | Potency, µM (titrated, usually from 46 µM), inactives show at the top dose activity change, negative = cytotoxicity, hits mostly inhibitors | actives 0.16% (n = 390,000) | A549 ARE-Fluc cells, CellTiter-Fluor viability, 18-24 h; also: potency is read from the fitted curve at half-maximal effect; % is scaled to controls: 0 for no effect and ±100 for the full control effect
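A549 ARE-Fluc cells in 5% FBS OPTI-MEM, 5000 cells/well, rested 2 h then exposed to compounds in concentration-response for 18-24 h at 37 °C. Viability by CellTiter-Fluor fluorescence (Ex 405/Em 525) after 30 min; luciferase luminescence (BugLite, 15 min, RT) read afterwards.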
HepG2 viability: counter-screen for TGF-b inhibitors: cytotoxicity in HepG2 cells | actives 0.76% (n = 410,000) | AID 588856 | Potency, µM (series often up to 46.1 µM), for the others: at the highest dose activity change, negative = cytotoxicity, actives largely listed as cytotoxic | HepG2 CAGA-GFP viability, ATP luminescence, 18 h; also: potency is read from the fitted curve at half-maximal effect; some results filed as inactive show a strong effect at the top dose
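HepG2 CAGA-GFP cells (1000/well, DMEM with 1% FBS) received compound, then TGF-beta at 500 pg/mL final, and were incubated 18 hours at 37 degrees C. Viability was read by CellTiter-Glo luminescence. Media-only wells were set as complete cell-killing and DMSO as no toxicity.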
Nrf2 inh: Nrf2 pathway inhibition. A549 ARE-Fluc reporter, luciferase luminescence, 18-24 h. actives 2.1% (n = 360,000). Potency, µM (doses to about 46 µM), for inactives: at the top dose activity change, negative = inhibition, actives largely listed as inhibitors; also: potency is read from the fitted curve at half-maximal effect; % is scaled to controls: 0 for no effect and ±100 for the full control effect; nearly all actives have a fitted effect of over 60% in size
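Concentration-response testing used A549 ARE_Fluc cells at 5000 cells/well. Following an 18-24 h compound incubation, viability was read by fluorescence (Ex 405/Em 525) and luciferase output by luminescence.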
Nrf2 activator: activators of Nrf2 (ARE) signaling; actives 0.31% (n = 410,000); Potency, µM (titrated, usually from 46.1 µM), for the others: top-dose activation, actives largely listed as activators; AREc32 ARE-luciferase reporter (MCF7-derived line), luminescence, 24 h; also: potency is read from the fitted curve at half-maximal effect; % of control where 0% means no effect; nearly all actives have a fitted effect of over 65% in size
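AREc32_Fluc, 1000 cells/well, OPTI-MEM + 5% FBS, o/n 37 deg C 5% CO2; 23 nL cpd by pin tool, 24 hr; Steady-Glo 30 min RT, luminescence.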
Akt phos inh: Akt phosphorylation inhibition; actives 0.32% (n = 360,000); AID 651550; activity change, % for hits at 50 µM; Neuro2A IGF-stimulated pAkt S473 HTRF, 20 min; active compounds read low; in the data active = activity change below about -80%; inconclusive = mostly about -51% to -80%; also: % is scaled to controls: 0 for no effect and ±100 for the full control effect
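Neuro2A cells (4,500/well, DMEM with 0.5% FBS) were treated with compound at a single 50 µM final concentration, stimulated with 6 nM IGF for 20 min at 37 °C, and lysed. Phospho-Akt Ser473 was read by HTRF as 665/615 ratio ×10^4.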
S2 tox: reduces viability in counter-screen for ATXN expression inhibitors | S2 cells (HEK-293 line with an ATXN2-luciferase reporter) viability, CellTiter-Fluor protease fluorescence, 24 h | Potency, µM (series often up to 56.7 µM), hits mostly cytotoxic | actives 0.49% (n = 400,000) | AID 651635; also: potency is read from the fitted curve at half-maximal effect; nearly all actives have a fitted effect of over 40% in size
CCT chaperon mod: modulators of cytosolic chaperonin (CCT/TRiC) activity. purified chaperonin ATPase assay, HTRF ADP detection, 30 min. activity change, % (test concentration not listed), hits read low. actives 0.3% (n = 360,000). AID 651819; in the data active = activity change below about -30%; also: % is scaled to controls: 0 for no effect and ±100 for the full control effect
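TRiC (40 or 20 nM final, by batch activity) in 30 mM Tris pH 7.4, 100 mM KCl, 5 mM MgCl2, 1 mM DTT was treated with compound at 76 uM single dose, then 10 uM ATP, 30 min at 37 °C. ADP was read by HTRF Transcreener.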
TGFb inhibitor: TGF-b pathway inhibition. HepG2 CAGA-GFP TGF-b/SMAD3 reporter, GFP fluorescence, 18 h; TGF-beta stimulated, 500 pg/mL final. Potency, µM (doses to about 46.1 µM), for the others: top-dose activity, negative = inhibition, most hits filed as inhibitors. actives 1.2% (n = 410,000). AID 588855; also: potency is read from the fitted curve at half-maximal effect; % is scaled to controls: 0 for no effect and ±100 for the full control effect; nearly all actives have a fitted effect of over 65% in size
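Per well, imaged GFP fluorescence of HEPG2 CAGA-GFP cells gives the signal; cells get compound, then TGF-beta (500 pg/mL final), 18 h at 37 degrees C; %Activity versus -TGF-beta and +DMSO controls.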
Numbers without * were called inactive; i = inactive; ? = inconclusive; nt = no result given. Unless noted, calls follow the shape of the dose curve; as a rule, active = well fitted curve in the direction sought with a large enough effect; inconclusive = small, poorly fitted or top-dose-only effect, or another doubt; inactive = no such curve, though single readings can be large; an effect the other way counts as inactive or inconclusive.

SMILES	Mm-Cpn inhibitor	A549 tox	HepG2 viability	Nrf2 inh	Nrf2 activator	Akt phos inh	S2 tox	CCT chaperon mod	TGFb inhibitor
O=C(Nc1cccc(C(=O)Nc2cccc(Br)c2)c1)c1ccccc1	-6.8%	-22.9%	-21.4%	?	3.8%	i	?	-1.5	-16.6%
O=C(/C=C/c1ccc(Cl)cc1)Nc1cc(S(=O)(=O)N2CCOCC2)ccc1N1CCOCC1	-1.1%	-0.2%	-11.5%	?	-0.6%	i	i	-0.2	-15.3%
c1ccc(Oc2ccc(-c3ccn[nH]3)cc2)cc1	1.4%	-2.9%	-4.2%	?	3.7%	i	i	-3.3	-5.5%
COCCNC(=O)c1ccc(CS(=O)(=O)c2cccc(C(F)(F)F)c2)o1	-10.2%	1.2%	2.1%	6.6%	-0.3%	i	i	-2.3	15.0%
COc1cc2cc(CN(CCCN3CCOCC3)C(=O)Nc3ccccc3F)c(=O)[nH]c2cc1OC	-6.5%	-0.1%	0.0%	0.4%	-0.2%	i	?	-0.1	0.0%
Cc1ccc(OCC(=O)Nc2ccc(N3CCN(C(=O)c4ccco4)CC3)cc2)cc1	1.3%	0.6%	-19.0%	20.6µM*	0.0%	i	i	0.3	-23.8%
COc1cccc(CNC(=O)C2CCCN(c3nnc(-n4c(C)ccc4C)s3)C2)c1 (configuration not stated)	nt	6.0%	-30.8%	13.7%	14.0%	nt	i	nt	?
CCOC(=O)c1ccccc1NC(=O)CN1CCCN(Cc2cc(C)ccc2C)S1(=O)=O	nt	0.4%	0.3%	-11.6%	-0.2%	nt	nt	nt	?
Cc1ccc(C(=O)OCC(=O)NCC(F)(F)F)cc1C	-2.6%	-4.3%	5.8%	12.9%	0.4%	i	i	-0.9	0.6%
COc1ccc(C2/C=C\CN(C(=O)c3ccc(C)cc3)C(Cc3ccccc3)C(=O)N2Cc2ccc(F)cc2)cc1 (configuration not stated)	nt	-13.0%	-31.1%	?	nt	nt	nt	nt	-6.5%
COC(=O)Nc1ccc(S(=O)(=O)N2CCCCC2)cc1	0.8%	-2.2%	-13.4%	-9.9%	-0.3%	i	i	-1.8	17.7%
Cc1cc(C)c(C(=O)Cn2nc(C)c([N+](=O)[O-])c2C)cc1C	-2.2%	5.4%	-19.2%	-17.8%	-0.9%	i	?	2.0	-1.4%
Cc1cc(C(=O)NNC(=O)c2c(-c3c(Cl)cccc3Cl)noc2C)no1	1.8%	2.8%	0.0%	0.3%	0.4%	i	i	-3.9	-5.8%
CC(c1ccncc1)C(C)c1ccncc1 (configuration not stated)	-1.3%	-1.8%	-13.9%	-20.1%	-1.6%	i	i	-2.4	1.4%
CNc1oc(-c2ccc(F)cc2)nc1S(=O)(=O)c1ccccc1	-21.1%	0.7%	-15.7%	-29.1%	0.4%	i	?	0.1	-5.1%
COc1ccc(CC(=O)N/N=C/c2cc([N+](=O)[O-])cc(Br)c2O)cc1	0.7%	-18.8%	-35.8%	-15.9%	7.6%	i	?	2.5	-5.6%
CC(C)n1cc(/C=N/NC(=O)COc2cccc3cccnc23)c2ccccc21	4.1%	0.3%	-43.2%	-2.1%	4.7%	i	?	-2.6	-18.5%
Cc1ccc(S(=O)(=O)c2nc(N3CCOCC3)sc2Cl)cc1	-3.4%	5.0%	15.0%	nt	0.5%	i	i	-2.0	11.8%
Cc1nnc(NC(=O)C2CCCN2S(=O)(=O)c2ccc(Cl)cc2)s1 (configuration not stated)	2.9%	1.8%	-4.4%	0.6%	2.5%	i	i	-0.2	6.9%
Nc1cc2c(cc1Cl)-c1ccccc1C2	nt	-0.7%	0.9%	?	6.4%	i	i	-0.4	-9.9%
Cc1cccc(C(=O)Nc2ccc(C(=O)N/N=C/c3ccco3)cc2)c1	nt	-2.8%	-10.1%	?	-0.1%	i	i	0.7	-1.6%
COC(=O)c1ccc(/C=C2\N=C(SC)SC2=O)cc1	-0.8%	10.3%	14.4%	?	-0.4%	i	i	0.9	5.3%
Cc1ccc(NC(=O)CSc2ccccc2NC(=O)c2ccccc2Cl)cc1Cl	-0.6%	?	-20.1%	25.9µM*	2.3%	i	i	-3.5	?
C=CCn1c(SCC(=O)Nc2ccc(Cl)cn2)nnc1C1CC1	2.1%	-1.1%	9.0%	0.7%	0.5%	i	i	-0.8	-2.6%
COc1ccc(-n2c(=O)c3ccc(C(=O)NCc4ccc(C)cc4)cc3n(Cc3ccc(Cl)cc3)c2=O)cc1	nt	1.5%	1.4%	9.6%	0.2%	nt	i	nt	8.9%

One compound at a time, as listed above. Values in the order: Mm-Cpn inhibitor | A549 tox | HepG2 viability | Nrf2 inh | Nrf2 activator | Akt phos inh | S2 tox | CCT chaperon mod | TGFb inhibitor
Profile of `COc1ccc(CC(=O)N/N=C/c2cc([N+](=O)[O-])cc(Br)c2O)cc1` : 0.7% | -18.8% | -35.8% | -15.9% | 7.6% | i | ? | 2.5 | -5.6%
Profile of `COc1ccc(-n2c(=O)c3ccc(C(=O)NCc4ccc(C)cc4)cc3n(Cc3ccc(Cl)cc3)c2=O)cc1` : nt | 1.5% | 1.4% | 9.6% | 0.2% | nt | i | nt | 8.9%

Four compounds drawn at random from the list so far, as already listed:
SMILES	Mm-Cpn inhibitor	A549 tox	HepG2 viability	Nrf2 inh	Nrf2 activator	Akt phos inh	S2 tox	CCT chaperon mod	TGFb inhibitor
COc1cc2cc(CN(CCCN3CCOCC3)C(=O)Nc3ccccc3F)c(=O)[nH]c2cc1OC	-6.5%	-0.1%	0.0%	0.4%	-0.2%	i	?	-0.1	0.0%
Cc1nnc(NC(=O)C2CCCN2S(=O)(=O)c2ccc(Cl)cc2)s1 (configuration not stated)	2.9%	1.8%	-4.4%	0.6%	2.5%	i	i	-0.2	6.9%
Cc1ccc(S(=O)(=O)c2nc(N3CCOCC3)sc2Cl)cc1	-3.4%	5.0%	15.0%	nt	0.5%	i	i	-2.0	11.8%
COc1cccc(CNC(=O)C2CCCN(c3nnc(-n4c(C)ccc4C)s3)C2)c1 (configuration not stated)	nt	6.0%	-30.8%	13.7%	14.0%	nt	i	nt	?

Further entries
SMILES	Mm-Cpn inhibitor	A549 tox	HepG2 viability	Nrf2 inh	Nrf2 activator	Akt phos inh	S2 tox	CCT chaperon mod	TGFb inhibitor
COc1ccccc1N(C(=O)Cn1nnc2ccccc21)C(C(=O)NCc1ccco1)c1ccc(C)o1 (configuration not stated)	0.8%	4.2%	-4.1%	nt	0.1%	i	?	1.5	-4.5%
CO/N=C/c1ccc(N2CCN(C(=O)c3cccc(Cl)c3)CC2)c([N+](=O)[O-])c1	0.6%	-6.4%	-11.0%	-14.5%	0.2%	i	i	-2.9	-11.7%
NCCCC[C@H]1CNC(=S)N1CC1(c2ccccc2)CC1	0.3%	3.4%	0.3%	0.5%	0.3%	i	i	-0.5	?
CC1(C)CC(NC(=O)Cc2ccc(Cl)cc2)CC(C)(C)N1	-0.8%	18.6%	4.2%	0.7%	0.5%	i	i	2.1	-19.1%
COc1ccc(NC(=O)C2(c3ccccc3)CCCC2)cc1	0.2%	3.7%	-2.6%	3.8%	0.0%	i	i	3.6	15.4%
Cc1cc(C(=O)NC2CCCc3ccccc32)no1 (configuration not stated)	0.1%	-0.6%	9.0%	nt	-0.4%	i	i	-2.3	?
Nc1ccc(-c2ccc(N)cc2C(F)(F)F)c(C(F)(F)F)c1	0.9%	1.3%	3.8%	nt	-1.5%	i	i	-0.8	25.0%
CC(C)OC(=O)c1nnn(-c2nonc2N)c1CN1CCCCCC1	-8.0%	4.2%	3.5%	15.9%	0.3%	i	i	1.0	2.5%
O=C(CN1C2=NCCCN2c2ccccc21)c1cccs1	-0.1%	3.0%	-66.6%	nt	1.7%	i	i	1.2	3.5%
COc1cccc2cc(C(=O)N3CCN(C(=O)c4ccccc4)CC3)c(=O)oc12	-32.3%	9.8%	1.6%	9.0%	1.7%	i	i	0.5	-8.7%
COc1ccc(-c2nc3c4ccccc4ccn3c2CN2CCCCC2)cc1OC	-1.4%	-15.6%	-25.3%	4.9%	15.5%	i	31.6µM*	-3.3	?
Cc1cc(CSc2ccccc2)ccc1NC(=O)c1ccc(Br)cc1	0.2%	-1.5%	-11.2%	?	3.2%	i	i	1.3	-13.7%
Cc1nnc(SCC(=O)Nc2ccc(Br)cc2)n(N)c1=O	-9.4%	0.6%	-28.2%	-27.0%	1.4%	i	i	-0.4	-11.4%
O=C(COc1ccc2ccccc2c1)Nc1nc2ccccc2[nH]1	-2.3%	-2.5%	-28.0%	5.8%	4.1%	i	i	-3.6	-27.0%
O=C(NN=C(Cc1ccccc1)Cc1ccccc1)c1ccccc1F	-2.2%	4.2%	3.0%	?	4.7%	i	i	1.4	-4.0%
CCCOc1cccc(-c2cc(C(=O)N/N=C/c3ccccn3)c3ccccc3n2)c1	0.3%	-11.3%	-2.5%	?	13.6%	i	?	0.2	?
Cc1oc(/C=N/NC(=O)CN(c2ccccc2Cl)S(C)(=O)=O)cc1Br	-0.3%	4.5%	4.6%	?	2.7%	i	i	1.6	2.1%
COc1ccc(-n2nc(C(=O)NCC(=O)O)c3ccccc3c2=O)cc1	-2.1%	1.0%	3.6%	8.5%	-0.4%	i	?	-2.0	15.3%
O=C(Nc1ccc(F)cc1F)c1ccc(CN2CC(=O)N3CCCCC3C2=O)cc1 (configuration not stated)	nt	23.4%	-1.2%	nt	-0.9%	nt	i	nt	-16.6%
CCOC(=O)C1CCN(C(=O)Cc2ccccc2OC)CC1	0.6%	2.8%	26.1%	-1.5%	0.1%	i	i	-6.1	2.8%
